High-throughput results (PubChem BioAssay)
PrPC surface inh: cell surface PrPC inhibition, primary TR-FRET screen | P04156 | TR-FRET read-out | inhibition, % at 13.8 µM | 0.43% of 370,000 active | AID 720596; in the data active = inhibition above about 24%; note: 0% = median of the test wells and 100% = reference compound wells
PfHsp40 yeast: restores yeast growth despite PfHsp40 toxicity; S. cerevisiae expressing PfHsp40, growth rescue, ATP luminescence; growth rescue, % at 12.5 µM; 0.68% of 340,000 active; AID 504582; in the data active = growth rescue above about 28%, passing the limit was not always enough;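 note: yeast W303a lacking pdr1 and pdr3 grown in galactose medium; growth measured after three days at 30 °C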
BoNT-A LC inh2: BoNT A light chain protease inhibition; multiplex microsphere protease substrate cleavage, flow cytometry; inhibition, % at 10 µM; 0.17% of 360,000 active; AID 588499; note: plate controls were buffer without enzyme for full effect and enzyme alone for no effect
Anthrax LF inh2: blocks Bacillus anthracis lethal factor protease; inhibition, % at 10 µM; AID 588501; multiplex microsphere protease cleavage assay, LF; 0.12% of 360,000 active; P15917; note: plate controls were buffer without enzyme for full effect and enzyme alone for no effect
BoNT F protease: blocks Botulinum neurotoxin F light chain protease; Multiplex microsphere protease cleavage assay, flow cytometry; inhibition, % at 10 µM; 0.22% of 360,000 active; AID 588497; in the data active = inhibition above about 35%, passing the limit was not always enough; note: plate controls were buffer without enzyme for full effect and enzyme alone for no effect
Yp Topo-I inh: blocks Yersinia pestis topoisomerase I activity. Y. pestis Topo-I cleavage product accumulation, plate reader. 0.064% of 360,000 active. activity, % at 10 µM. AID 504884; in the data active = activity above about 50%, passing the limit was not always enough; note: inactives centre near 2
TcdB inh: TcdB glycohydrolase inhibition; inhibition, % at 9.99 µM; TcdB glycohydrolase enzymatic assay, plate reader; P18177; 0.24% of 350,000 active; in the data active = inhibition above about 10%
FadD28 binding: inhibitors of Mycobacterium tuberculosis FadD28 bisubstrate binding. AID 588549. FadD28 bisubstrate probe binding, fluorescence polarization. inhibition, % at 12.5 µM. 0.22% of 360,000 active; in the data active = inhibition above about 8.5%, passing the limit was not always enough
CCHF vOTU inh: CCHFV vOTU protease inhibition | Pep-AMC fluorescence | inhibition, % at 11.5 µM | 0.55% of 370,000 active | AID 651958; in the data active = inhibition above about 30%; note: 0% = vehicle wells with enzyme and 100% = no enzyme wells
Active calls of the source: *; . = not tested or not shown. Cut-off read from the data, not from the text of the source, unless noted: active = inhibition above about 30%; inconclusive = no clear call, values can overlap the other calls; inactive = below that.

SMILES	PrPC surface inh	PfHsp40 yeast	BoNT-A LC inh2	Anthrax LF inh2	BoNT F protease	Yp Topo-I inh	TcdB inh	FadD28 binding	CCHF vOTU inh
O=S(=O)(NCC(c1cccnc1)N1CCN(c2ccc(F)cc2)CC1)c1ccccc1 (stereo not given)	2	-0.2	0.5	-1	-7	1	1.3	-2.3	7
Clc1ccc(CNCCCSc2ncccn2)cc1	-7	-0.8	-0.3	-6	-1	-5	1.7	0.1	-10
CCCC(=O)C1=C(O)C(C(=O)OC)C(C)(C)CC1=NCc1ccccc1 (stereo not given)	-1	1.5	0.0	6	-4	0	0.7	-1.1	8
CCN(CC)C(=O)[C@H]1CC(CC(=O)NCc2ccco2)C(=O)N2CCc3c([nH]c4ccc(OC)cc34)[C@]12C (stereo not given in full)	6	-0.8	-1.2	-4	-9	12	0.7	0.5	14
O=C1CCC(C(=O)Nc2cccc(Oc3ccccc3)c2)=NN1	9	1.3	-0.8	3	-10	-5	2.0	-6.2	16
CC(NC(=S)Nc1ccc(OC(F)F)cc1)c1ccc(F)cc1 (stereo not given)	5	-0.3	-1.1	-4	-7	-7	-0.1	-0.4	-12
O=C(Oc1ccc(N(Cc2cccs2)C2=NS(=O)(=O)c3ccccc32)cc1)c1ccccc1F	-1	-0.1	0.7	-2	-4	18	.	0.4	-3
O=C(NCc1ccc2c(c1)OCO2)c1cccc(S(=O)(=O)N2CCOCC2)c1	5	-0.6	0.1	3	-3	-5	.	0.5	1
C[C@@H]1CCC[C@]2(O[C@H](CCO)C[C@@H](O)[C@@H]2O)O1	-2	-1.7	-0.1	1	-2	2	1.1	-3.1	1
Cc1cccc(N2CCN(CC(=O)Nc3ccccc3[N+](=O)[O-])CC2)c1C	-3	-0.3	-1.4	-5	-15	-6	.	-0.3	-35
CCCc1c(OCCCCc2nn[nH]n2)ccc(C(C)=O)c1O	10	3.2	0.2	7	-6	2	-3.3	-8.9	7
Cc1ccccc1NC1=NC2(CCCC2)N=C(N)N1	-3	9.5	0.2	-5	5	0	-1.1	-3.0	8
Cc1cc(/C(=N/O)C(C)(C)NO)ccc1Cl	-2	1.4	1.0	-1	-4	-8	.	1.0	-1
CC(C)(C)OC(=O)N1CCCC(C(=O)Nc2cccc(C(=O)NCCCCc3ccccc3)c2)C1 (stereo not given)	13	4.6	0.0	1	-3	36	-4.4	-1.6	35*
CCN1N=C(c2cc(Cl)sc2Cl)CSC1=O	7	1.9	1.7	3	-6	-1	.	-0.4	0
COc1ccc2c(=O)c3c(=O)n(Cc4ccco4)c(-c4cc(OC)c(OC)c(OC)c4)nc3oc2c1	-1	0.1	0.8	-1	2	4	.	-2.5	-1
CCOC(=O)c1ccc(NC(=O)Nc2ncccc2C)cc1	6	0.8	1.8	0	-5	-1	1.8	-2.5	-6
O=S1(=O)CC(O)C(NCc2cccnc2)C1 (stereo not given)	-8	0.9	0.1	-4	-6	-5	.	-2.6	5
O=C(O)c1cc(C(F)(F)F)nc2c(C(F)(F)F)cccc12	3	-1.4	-0.5	3	-2	-1	7.3	-3.5	20
NC(=O)CCC(NC(=O)c1ccc(Cl)cc1)C(=O)NCCc1ccc2c(c1)OCCO2 (stereo not given)	-3	-0.2	-0.2	-3	-9	-4	0.8	-2.7	0
CCc1ccc(OCC(=O)Nc2ccc(S(=O)(=O)N3CCCC3)cc2)c(Br)c1	2	-0.4	-3.2	-2	-5	5	.	1.0	-10
CC(C)(C)c1cc2nc(NCCOc3ccccc3)ccn2n1	-2	.	-0.2	-2	-6	4	2.9	0.4	-3
O=C(Nc1cccc(S(=O)(=O)N2CCCCC2)c1)C1CC1	1	-2.5	5.7	-2	5	6	0.6	-3.8	2
O=C(NN=Cc1ccc(F)cc1)C1CC1	2	0.5	0.1	-2	8	9	1.3	1.1	-3
CCSC(C)CC1C/C(=N/O)c2c(C)noc2C1 (stereo not given)	-2	0.0	0.0	0	2	-4	.	-0.7	-18
CN(C)N=Nc1ccc(S(N)(=O)=O)cc1	-5	0.5	0.1	-1	-4	5	-0.9	-0.3	8
CN1C(=O)C(O)(CC(=O)c2cccnc2)c2ccccc21 (stereo not given)	-2	1.6	-2.7	-3	-5	-8	.	-4.1	-1
CCOC(=O)NC1(C(F)(F)F)C(=O)N(Cc2ccccn2)C2=C1C(=O)CC(C)(C)C2 (stereo not given)	-1	1.6	-0.9	-1	-5	12	.	-0.3	-5
Cc1[nH]c(=O)[nH]c(=O)c1NC(=O)c1sc2nc3c(C)cccc3cc2c1N	-23	1.6	5.9	1	-2	-2	.	0.0	-4
Cc1ccc(Oc2cc(NN3CCCCC3)c([N+](=O)[O-])cc2[N+](=O)[O-])c(Cl)c1	-1	1.2	0.2	-3	-6	-1	2.0	-0.7	-5
O=C(Cn1c(C(=O)N2CCN(C3CCCC3)CC2)cc2sccc21)c1ccccc1	-2	-0.6	0.2	-1	-3	22	0.6	-1.9	-2
COC(=O)CNC(=O)C1Cc2ccccc2CN1S(=O)(=O)c1cccs1 (stereo not given)	1	-0.6	0.3	-1	1	11	0.1	-1.2	5
CC(C)N(C(=O)CSc1nnc(C2CC2)n1C1CC1)c1ccccc1	4	-1.4	.	.	.	15	0.2	-1.2	-9
CCOc1ccccc1Nc1nc(-c2sc(NC(=O)c3cccc(Cl)c3)nc2C)cs1	1	-1.5	0.9	-3	11	-3	1.3	-13	5
CC(=O)Oc1ccc2c(C)cc(=O)[nH]c2c1	2	-0.2	0.6	-8	-1	3	-0.7	2.2	-78
O=C(NCCCCNC(=O)c1ccccc1Cl)c1ccccc1Cl	1	-0.5	1.9	4	6	-9	0.3	0.1	6
COc1ccc(NC(=O)c2cc(-c3cccnc3)nc3c(C)c(C)ccc23)c(OC)c1	-10	-1.8	9.2	0	9	25	1.8	-2.4	-9
c1ccc(Nc2cccc(Nc3ccccc3)c2)cc1	-5	69*	-1.5	-3	-13	-2	.	2.0	-9
COc1ccc(CCNC(=O)CCCn2c(=O)[nH]c3cc(OC)c(OC)cc3c2=O)cc1OC	-6	0.0	0.0	-7	-5	1	.	-2.5	-7
O=C(C1=C(O)C(=O)N(CCN2CCOCC2)C1c1cccs1)c1cc2ccccc2o1 (stereo not given)	10	-2.5	-0.1	-6	-2	6	0.3	-0.2	16
CCOC(=O)c1ccc(NC(=O)CN2CCc3ccccc3C2)cc1	0	1.2	-1.3	-4	0	-8	.	-2.2	-1
CCOC(=O)c1cccc(NC(=O)CCCn2c(=O)c3cccn3c3cccnc32)c1	5	-0.3	2.2	-5	6	6	1.1	-3.6	11
O=C(NNC(=S)Nc1ccc(Br)cc1Cl)c1ccco1	-4	0.6	-1.3	2	-7	-4	1.7	-1.1	-4
COc1ccc(C(=O)NC(CCSC)C(=O)N2CCCCCC2)cc1 (stereo not given)	-3	-0.5	0.5	-1	5	2	1.2	-3.0	14
COc1ccc(-c2n[nH]c(C)c2-c2ccc(Cl)cc2)c(O)c1OC	7	1.0	-0.1	0	-5	-3	.	-0.7	-6
O=C(NCC(=O)N1CCCC(C(F)(F)F)C1)c1cccs1 (stereo not given)	-7	2.0	3.1	-7	6	-6	0.5	-0.6	3
COc1ccc(CCC(=O)Nc2cc3c4c(c2)CC(=O)N4CCC3)cc1	4	0.1	3.8	-3	7	-5	0.5	1.3	13
C=C(C)CN(CC)C(=O)Cn1cnc2c(oc3ccccc32)c1=O	5	-1.6	-0.5	-1	1	-9	1.3	-3.4	-4
COCc1cc(C)nc2sc(C(=O)OC)c(N)c12	-16	0.2	0.0	-13	0	6	.	-3.0	-6
CCC(C(=O)Nc1ccc2[nH]ncc2c1)c1ccccc1 (stereo not given)	11	-0.8	0.6	-5	-29	-4	1.5	-1.5	-14
Cc1cccc(N(CC(=O)NCc2ccco2)C(=O)CCC(=O)Nc2nccs2)c1	12	-0.1	-0.4	-3	-7	0	0.1	-1.8	-9
Cc1ccc2ccccc2c1NC(=O)Cn1nnc(-c2cccnc2)n1	-8	-0.6	-2.8	-2	-14	5	0.6	-0.4	0
COc1cccc(C(=O)OCC(=O)NCCc2ccccc2)c1OC	5	-0.3	-0.7	-3	-2	3	.	0.6	-4
CCOC(=O)Cn1ncn(-c2ccc(OC(F)(F)F)cc2)c1=O	0	-0.8	0.1	5	-4	-9	1.4	-2.1	-2
CN(C)CC(C)(C)CNC(=O)c1cc(Br)cc(Br)c1O	1	-0.7	0.4	-7	-1	6	-1.1	1.6	-5
Cc1nc2ccccn2c1C(=O)NCc1cccnc1	4	-1.6	1.1	-3	-4	-5	-1.1	-3.9	8
O=C(NCCC1=CCCCC1)C(=O)NCC(c1ccco1)N1CCN(c2ccccc2F)CC1 (stereo not given)	-1	0.7	1.2	1	6	-1	-0.2	-2.5	7
Cc1nn(-c2ccccc2)c(C)c1C(=O)OCC(=O)Nc1ccccc1	11	2.3	-0.3	-1	2	-1	1.5	-2.7	-9
C=CCn1c(COc2cccc3cccnc23)nnc1SCC(=O)O	2	0.9	-0.1	3	3	-2	.	-2.9	5
COc1ccc(NC(=O)CN(C)C(=O)CCCc2nc3ccccc3s2)cc1	2	0.1	-2.7	0	-7	24	1.0	-2.8	-2

(list continues)
SMILES	PrPC surface inh	PfHsp40 yeast	BoNT-A LC inh2	Anthrax LF inh2	BoNT F protease	Yp Topo-I inh	TcdB inh	FadD28 binding	CCHF vOTU inh
Cc1csc(CN(C)C(=O)CC2C(=O)NCCN2Cc2ccc(Cl)c(F)c2)n1 (stereo not given)	3	1.1	0.4	1	-6	4	-3.0	-0.1	13
COc1ccc(NS(=O)(=O)c2cc(C(=O)N3CCCCCC3)ccc2C)cc1	5	-0.7	-0.6	-1	2	10	-2.0	-1.2	-5
O=C(CSc1nnc(-c2ccccc2)n1-c1ccc(Cl)cc1)N/N=C/c1ccco1	0	1.3	0.5	1	-1	-5	.	0.0	-9
CCCCn1c(N)c(N(CCOC)C(=O)Cn2c(=O)cnc3ccccc32)c(=O)[nH]c1=O	6	-0.6	1.0	-1	2	2	2.8	-1.9	-10
Cc1cc(C(=O)N2CCCC(N3CCN(c4ccccc4C)CC3)C2)nc(C)n1 (stereo not given)	-9	-1.7	1.6	2	-1	-2	0.3	-2.2	-11
C=CCNC(=S)NNc1nc2sc3c(c2c(=O)[nH]1)CC(C)(C)OC3	-3	0.6	-0.1	0	22	4	-4.0	-1.4	-8
CN(C)CCNc1ncnc2c1ncn2[C@H]1CN(Cc2cccnc2)C[C@@H](CO)O1	-4	.	-0.4	-9	-7	-7	0.4	-2.6	4
Cc1csc(SCC(=O)NCCc2ccc(Cl)cc2)n1	8	-1.0	-0.3	-1	-2	5	0.8	-4.0	6
O=C(NCCc1nc(-c2ccccc2)no1)c1ccco1	4	-0.5	-0.3	8	4	1	.	2.4	-5
Cc1ccc(NC(=O)CCOc2ccccc2)cc1S(=O)(=O)Nc1ccccc1Cl	11	0.5	-0.9	1	-10	0	.	5.3	-1
CC1Cc2ccccc2N1C1=CC(=O)CC(C)(C)C1 (stereo not given)	4	-0.2	-0.2	0	-2	5	0.7	-3.7	15
